Growth percent in the NCI-60 one-dose screen (48 h, 10 µM unless noted): 100 = growth as untreated, 0 = no growth, -100 = all killed.
SK-OV-3: SK-OV-3 ovarian cancer cells. 80,000 compounds, 3.2% hits
SF-295: SF-295 CNS cancer cells; 79,000 compounds, 5.6% hits; AID 1794758
OVCAR-8: OVCAR-8 ovarian cancer. 81,000 compounds, 4.4% hits
OVCAR-3: OVCAR-3 ovarian cancer; 79,000 compounds, 7% hits; AID 1794787
OVCAR-4: OVCAR-4 ovarian cancer cells | 80,000 compounds, 3.7% hits | AID 1794784
PC-3: PC-3 prostate cancer cells; 80,000 compounds, 3.9% hits; AID 1794754
DU-145: DU-145 prostate cancer; 81,000 compounds, 4.2% hits
OVCAR-5: OVCAR-5 ovarian cancer. 82,000 compounds, 2.9% hits. AID 1794783
U251: U251 CNS tumor cells; 80,000 compounds, 5.4% hits; AID 1794753
* marks the source's active call; other numbers are inactive results; / = not tested or not shown; & = joins results of further samples. The calls were made as follows: active = growth percent below 10; inactive = the rest.

SMILES	SK-OV-3	SF-295	OVCAR-8	OVCAR-3	OVCAR-4	PC-3	DU-145	OVCAR-5	U251
COc1ccc(CSc2nc3ccc(Cl)cc3c(=O)n2-c2ccc(Cl)cc2)cc1	106	/	96	100	100	80	105	105	89
CCOC(=O)C1CSCC1C(=O)OCC (stereo not given)	99	114	100	118	96	99	109	98	102
CS(C)(C)/C(Nc1ccccc1)=C(\C#N)C(=O)N/N=C/c1ccccc1	101	98	97	99	112	96	113	106	99
Nc1cc(-c2c[nH]c3ccc(F)cc23)nc2cc(-c3c[nH]c4ccc(F)cc34)nn12	135	85	90	94	96	79	73	115	3.4*
CC(C)/C=N/Nc1ccc([N+](=O)[O-])cc1[N+](=O)[O-]	94	90	93	99	106	74	101	117	88
COc1ccc2[nH]cc(CCNC(=O)CN3C(=O)/C(=C/c4cccs4)SC3=S)c2c1	102	100	105	110	102	103	106	104	104
CC(=O)n1nc(C(=O)OCc2ccccc2)c2ccccc21	94	102	102	97	90	92	109	100	95
O=C1C=CC(=O)N1c1ccc(O)cc1	106	114	109	119	103	98	117	105	100
COc1ccc(/C=C2\Cc3c(Br)cccc3C2=O)c(OC)c1	81	68	81	67	72	81	87	85	56
COc1ccc2ccc(OC)cc2c1	113	109	108	107	97	95	113	95	107
COc1ccc(/C=C/C(=O)c2ccc(NC(=O)COc3cccc4cccnc34)cc2)cc1OC	113	95	95	81	93	89	93	103	91
CCC(=O)Nc1ccc(OCc2nnc(-c3ccc(Cl)cc3)o2)c(F)c1	115	108	98	117	97	88	118	100	101
Cc1ccc2nc(Nc3ncnc4c3cnn4-c3ccccc3)sc2c1	112	100	107	108	104	98	103	96	103
COc1ccc(C2C=C(c3ccc(Cl)c(Cl)c3)N=C3SC=C(C)N32)cc1 (stereo not given)	114	96	105	117	98	101	113	99	100
O=C1N(Cl)C(=O)C(c2ccc(Cl)cc2)(c2ccc(Cl)cc2)N1Cl	103	70	95	108	101	101	110	103	91
Cc1nc2ccc(Br)cc2c(=O)[nH]1	97	88	106	/	106	96	113	101	98
CCOC(=O)c1c(NCC(=O)Nc2ccccc2Cl)sc(C(C)=O)c1C	110	100	107	117	99	104	115	98	103
CCO/C=N/C1=C(C#N)C(c2ccc(Cl)cc2)c2sc3c(CC)cccc3c2O1 (stereo not given)	58	-12*	28	-20*	76	17	14	37	20
COc1ccc(-c2nc3ccc(-c4nnc(SCC(=O)Nc5ccc(C(=O)/C=C/c6ccc(OC)c(OC)c6)cc5)o4)cc3[nH]2)cc1	149	105	92	86	87	97	87	101	75
O=C(NNC(=O)[C@@H]1C[C@H](C(=O)O)[C@@H]2CC=C[C@@H]21)c1ccncc1	74	96	74	109	95	87	110	94	87
O=C1CC23OC4ON=C(Br)C4C2C(O)c2ccccc2N13 (stereo not given)	93	109	104	96	120	94	105	114	110
Nc1cc(=O)c2[nH]cnc2[nH]1	103	85	100	103	100	100	110	102	98
O=C(Nc1ccccc1)Nc1cccc(N=Cc2c(O)ccc3ccccc23)c1	/	99	98	97	94	87	103	108	93
O=c1c2c3c(sc2n2c(CSc4nn5cc(-c6ccccc6)nc5s4)nnc2n1Cc1ccccc1)CCCC3	100	96	107	112	112	105	115	97	105
C#CCOc1ccc2ncnc(Nc3cccc(NC(=O)C=C)c3)c2c1	61	92	46	61	76	82	54	90	73
CN(C)CCNC(=O)c1ccc(-c2nc3ccc4[nH]ncc4c3c3c2CCC3)cc1	0.4*	2.2*	9.6*	2.1*	10	3.5*	5.5*	21	25
CCC(CC)C(=O)O.[Ag]	122	97	95	105	104	92	109	104	90
CCOC(=O)C1=C[C@]2(CC)CCCN3CCc4c(n1c1ccccc41)[C@@H]32	83	90	84	84	95	84	107	98	95
CC(=O)Nc1ccc(NC(C)=O)cc1	98	97	106	118	110	96	116	95	97
Nc1ccccc1C1(c2ccccc2)N=C(c2ccccc2)c2ccccc2N1 (stereo not given)	109	97	93	106	90	83	103	89	97
COc1ccn2c(C(C)=O)cc(C(=O)N3c4ccccc4Sc4ccccc43)c2c1	97	93	/	100	93	52	101	79	90
S=C(NCc1ccco1)Nc1ccccc1	109	106	100	105	95	93	112	118	101
Nc1ccc2cc(S(=O)(=O)O)cc(O)c2c1N=Nc1ccc(F)cc1	103	110	107	117	137	92	118	99	115
COc1ccc(OC)c([N+](=O)[O-])c1C(=O)CNC(C)=O	105	95	99	/	103	101	109	100	97
O=C1N(CCl)c2ccccc2C1(Cl)Cl	117	109	99	/	106	93	102	107	100
COc1ccc(OC)c(C2C(C#N)=C(N)Oc3cc(O)ccc32)c1 (stereo not given)	97	83	100	111	101	96	107	97	99
COCC(CN(C)C)OC(=O)c1ccc([N+](=O)[O-])cc1 (stereo not given)	111	99	112	104	110	91	104	100	100
CN1C(=O)C(=Cc2cn(CC(O)CN3CCCC3)c3ccccc23)C(=O)N(C)C1=O (stereo not given)	106	114	105	112	100	90	115	92	101
COc1cc(Cc2cc(-c3ccccc3)nn(CC(=O)c3ccccc3)c2=O)cc(OC)c1OC	90	84	81	90	85	56	96	92	66
Cn1c(=O)c2[nH]c(SCC(=O)c3ccc([N+](=O)[O-])cc3)nc2n(C)c1=O	106	100	107	110	107	98	109	101	106
CCOC(=O)c1ccc(NC(=S)NC(=O)c2ccc(NC(=O)c3ccc(C)cc3)cc2OC)cc1	89	86	91	80	88	77	99	110	92
COc1cccc(/C=C/C(=O)O)c1	98	105	102	100	108	95	102	100	97
COc1ccc(C(=O)NC(c2ccccc2Cl)c2cc(Cl)c3cccnc3c2O)cc1 (stereo not given)	93	101	78	80	75	90	95	94	90
Nc1ccc(N=Nc2ccc(N)cc2)cc1	102	97	87	90	98	63	77	95	83
CCOc1ccc(-c2cnnn2-c2nonc2N)cc1OC	80	94	101	103	97	88	110	105	95
COc1ccc(Nc2[nH]n3c(=O)cc(-c4ccccc4)nc3c2C(=O)Nc2ccccc2)c(OC)c1	104	103	96	104	94	84	106	98	98
CN1C/C(=N\N=C(N)N)N(C)C1=O	100	103	97	/	102	95	103	99	101
CNc1nc(Cl)ncc1C	103	114	114	103	/	100	111	110	110
COc1ccc([I+]c2ccc(OC)cc2)cc1	73&87	51&81	29&49	61&81	55&64	64&70	90&105	72&85	58&76
Cc1c(Cl)ccc2c(C(=O)Cl)cc(-c3ccccc3)nc12	99	95	100	104	89	96	101	97	97
COc1cc(CNc2oc(-c3ccccc3)c(-c3ccccc3)c2C#N)cc(CN2CCN(C)CC2)c1O	96	52	94	80	55	58	60	64	/
O=S1(=O)N=C2N3C=C(C(F)(F)F)C=C(Cl)C3=NN2c2ccncc21	115	120	108	114	110	94	104	92	93
O=c1cc(-c2ccccc2)[nH]n1-c1nc2ccccc2[nH]1	76	22	35	61	25	57	61	99	32
C=C(CNCCNCCN)[C@@H]1CC[C@]2(COC(C)=O)CC[C@]3(C)[C@H](CC[C@@H]4[C@@]5(C)CCCNC(C)(C)[C@@H]5CC[C@]43C)[C@@H]12	91	93	82	77	76	47	101	90	81
CCC1(C)CC(C#N)(C#N)C(=O)NC1=O (stereo not given)	99	93	103	104	111	101	112	105	/
COC(=O)c1ccccc1[N+](=O)[O-]	111	106	104	107	105	102	104	105	99
N#Cc1c(-c2cccc(Cl)c2)cc(-c2cccc(F)c2)[nH]c1=O	102	91	93	93	84	85	99	96	87
O=C1CCCCC1Nc1ccc(Cl)cc1 (stereo not given)	109	124	114	123	109	105	102	102	96
Cc1ccccc1C(=O)N1CCc2cc(-c3nc(NC(=O)Cc4ccc5c(c4)OCO5)sc3C)ccc21	85	66	73	67	46	49	80	100	68
CNC(=O)c1cc(-n2ccc3cc(NS(=O)(=O)c4ccccc4)ccc32)ccn1	101	94	81	92	79	86	100	115	91
(cont.)
SMILES	SK-OV-3	SF-295	OVCAR-8	OVCAR-3	OVCAR-4	PC-3	DU-145	OVCAR-5	U251
COc1ccc(C(=O)/C=C/c2ccc(OCc3ccc(C)cc3)c(OC)c2)cc1OC	100	75	49	77	61	56	70	95	50
CNC(=O)c1cc(-n2ccc3cc(NC(=O)Nc4ccccc4)ccc32)ccn1	112	96	100	115	85	69	90	107	93
Fc1ccc(NCc2nnc(-c3ccc(Cl)cc3)o2)cc1Cl	102	102	101	116	109	94	108	100	108
C=CCC(O)[C@@]1(C)O[C@@H]1CC[C@H](C)C[C@H](CC=C)OC(C)=O (stereo not given in full)	100	98	100	99	100	90	85	99	108
COc1cccc(-c2nc3sc(-c4c[nH]c5ccccc45)nn3c2C=O)c1	106	96	97	103	102	88	102	105	96
CCOC(=O)Cc1cnn(C)c1NC(C)=O	101	100	109	102	110	89	109	101	104
CN(C=O)c1ccc(N(C)C=O)cc1	108	/	108	102	107	93	105	98	105
C[C@@H]1CN(c2ccc3ncc(C#Cc4cncc(C(=O)Nc5ccc(CN6CCN(C)CC6)c(C(F)(F)F)c5)c4)n3n2)C[C@@H](C)O1	-80*	-100*	-72*	-61*	-62*	-55*	-86*	-54*	-69*
O=C(Cn1cc(COn2nnc3ccccc32)nn1)Nc1ccc(F)cc1	107	111	100	116	118	92	116	107	99
CCCCCCc1coc2c(O)c(O)ccc2c1=O	95	98	59	40	64	58	54	99	45
c1ccc(NNc2ccc3ccccc3n2)cc1	88	96	94	85	82	82	96	116	89
CN(C)CCCn1c2c(c3ccccc31)CCCCC2	78	96	93	96	106	87	102	97	95
NC(=O)NCCc1ccccc1	116	90	102	113	110	96	109	/	101

In the list so far, these have a Cl atom.
SMILES	SK-OV-3	SF-295	OVCAR-8	OVCAR-3	OVCAR-4	PC-3	DU-145	OVCAR-5	U251
COc1ccc(CSc2nc3ccc(Cl)cc3c(=O)n2-c2ccc(Cl)cc2)cc1	106	/	96	100	100	80	105	105	89
CCC(=O)Nc1ccc(OCc2nnc(-c3ccc(Cl)cc3)o2)c(F)c1	115	108	98	117	97	88	118	100	101
COc1ccc(C2C=C(c3ccc(Cl)c(Cl)c3)N=C3SC=C(C)N32)cc1 (stereo not given)	114	96	105	117	98	101	113	99	100
O=C1N(Cl)C(=O)C(c2ccc(Cl)cc2)(c2ccc(Cl)cc2)N1Cl	103	70	95	108	101	101	110	103	91
CCOC(=O)c1c(NCC(=O)Nc2ccccc2Cl)sc(C(C)=O)c1C	110	100	107	117	99	104	115	98	103
CCO/C=N/C1=C(C#N)C(c2ccc(Cl)cc2)c2sc3c(CC)cccc3c2O1 (stereo not given)	58	-12*	28	-20*	76	17	14	37	20
O=C1N(CCl)c2ccccc2C1(Cl)Cl	117	109	99	/	106	93	102	107	100
COc1ccc(C(=O)NC(c2ccccc2Cl)c2cc(Cl)c3cccnc3c2O)cc1 (stereo not given)	93	101	78	80	75	90	95	94	90
CNc1nc(Cl)ncc1C	103	114	114	103	/	100	111	110	110
Cc1c(Cl)ccc2c(C(=O)Cl)cc(-c3ccccc3)nc12	99	95	100	104	89	96	101	97	97
O=S1(=O)N=C2N3C=C(C(F)(F)F)C=C(Cl)C3=NN2c2ccncc21	115	120	108	114	110	94	104	92	93
N#Cc1c(-c2cccc(Cl)c2)cc(-c2cccc(F)c2)[nH]c1=O	102	91	93	93	84	85	99	96	87
O=C1CCCCC1Nc1ccc(Cl)cc1 (stereo not given)	109	124	114	123	109	105	102	102	96
Fc1ccc(NCc2nnc(-c3ccc(Cl)cc3)o2)cc1Cl	102	102	101	116	109	94	108	100	108
